hcGAS inh: human cGAS inhibition | recombinant h-cGAS, ATP depletion, Kinase-Glo luminescence | actives 0.081% (n = 290,000) | inhibition, % at 12.5 µM | Q8N884;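 further: 0% = vehicle reaction and 100% = reaction without DNA for no activity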
Target sequence (Q8N884 whole entry, looked up): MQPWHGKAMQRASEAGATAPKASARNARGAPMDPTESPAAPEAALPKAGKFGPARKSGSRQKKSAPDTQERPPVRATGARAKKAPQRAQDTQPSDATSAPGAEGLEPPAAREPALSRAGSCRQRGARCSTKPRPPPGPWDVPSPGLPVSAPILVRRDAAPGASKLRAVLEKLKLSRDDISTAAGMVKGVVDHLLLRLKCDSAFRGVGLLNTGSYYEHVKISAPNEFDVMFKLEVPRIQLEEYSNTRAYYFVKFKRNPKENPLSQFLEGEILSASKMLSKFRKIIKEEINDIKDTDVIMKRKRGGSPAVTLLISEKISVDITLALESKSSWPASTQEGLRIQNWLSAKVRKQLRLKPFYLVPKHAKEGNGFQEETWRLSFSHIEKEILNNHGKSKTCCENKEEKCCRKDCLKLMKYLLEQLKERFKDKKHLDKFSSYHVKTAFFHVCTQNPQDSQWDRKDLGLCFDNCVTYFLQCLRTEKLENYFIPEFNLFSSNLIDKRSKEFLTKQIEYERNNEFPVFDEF
mcGAS inh: blocks mouse cGAS activity; recombinant cGAS, Kinase-Glo ATP depletion luminescence; inhibition, % at 12.5 µM; actives 0.15% (n = 160,000); AID 1259399;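 further: 0% = negative control wells and 100% = reference inhibitor with no enzyme activity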
NPYLR7 agonist: activates Aedes aegypti NPYLR7 receptor | HEK293T NPYLR7/Galpha15, GCaMP6s calcium fluorescence | activation, % at 10 µM | actives 0.15% (n = 270,000) | AID 1259423; in the data active means activation above about 40%;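 further: 0% = vehicle and 100% = reference agonist at the receptor; some compounds past the cut are filed as inactive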
* hit, by the source's call; x = not tested or not shown; & = joins results of further samples. Unless noted, no stated cut-off is given here; in the data, active means inhibition above about 40%; inactive means the rest. Hits appear at their usual frequency; any-hit rate near 0.29%.

Below each compound: mcGAS inh, hcGAS inh, NPYLR7 agonist
> Cc1ccn2c(C(=O)NCC(C)Oc3cccnc3)c(C)nc2c1 (stereo not drawn)
  x, -8, 11
> O=C1CCCN1CCCn1ccnc1-c1ccc2c(c1)OC(F)(F)O2
  x, -4, 6
> CCOC(=O)c1[nH]cnc1C(=O)N1C[C@H]2CC=C(C)C[C@H]2C1
  -10, -8, x
> Clc1ccc(-c2nnc(CSc3nnc(C4CC4)n3C3CC3)o2)cc1
  x, -5, -1
> CN(CC(=O)NC1CCCN(c2ccc(C(F)(F)F)cn2)C1)Cc1cccnc1 (stereo not drawn)
  x, -2, -2
> Cc1cc(CCCC(=O)NCc2n[nH]c(=O)[nH]2)c(C)s1
  x, 2, -4
> Cc1nnc(-c2cccc(NC(=O)C3CCN(C(=O)C#Cc4ccccc4)CC3)c2)s1
  -3, -12, -4
> Ic1ccc(/C=N\Nc2nc(N3CCCC3)nc(N3CCOCC3)n2)cc1
  -5, -2, 1
> CN(Cc1ccc2c(c1)OCO2)C(=O)c1ccc2c(c1)NC(=O)CS2
  -6, -14, 1
> CCOC(=O)C1(C)CCCCCN1C(=O)c1ccc(C(C)(C)C)cc1 (stereo not drawn)
  x, 4, -5
> Cc1cccc(N(CCC#N)C(=O)c2cc3ccccc3c(=O)[nH]2)c1
  x, -6, 1
> Cc1ccc(C)c(N2CCN(C(=O)Cn3cnc4c([nH]c5ccccc54)c3=O)CC2)c1
  -1, -3, x
> CN(c1ccccc1)N1CC(C(=O)Nc2cccc(Oc3ccccc3)c2)CC1=O (stereo not drawn)
  -4, -5, -8
> N[C@H]1C[C@@H](C(=O)O)N(Cc2cnc(C3CCCCC3)nc2)C1
  x, -11, 15
> Cc1cc(C(=O)NCC2CCCN(Cc3cccn3-c3nccs3)C2)no1 (stereo not drawn)
  x, -7, -7
> CC(=O)N1CCc2c(nc(N(C)C)nc2N(C)Cc2cc(C3CC3)n[nH]2)C1
  x, -4, 7
> CCn1c(SCC(=O)/C(C#N)=C(\C)N)nnc1-c1ccccc1OC
  x, -5, 5
> CCOc1ccc2nc(S(=O)(=O)NC(=O)C3(C)CCN3C(=O)Cc3cc(C)cc(C)c3)sc2c1 (stereo not drawn)
  x, -5, 5
> Cc1ccc(Oc2nc(N3CCOCC3)nc3c2CNCC3)cc1
  x, -7, 14
> OCCc1ccccc1
  x, -7, 6
> N#Cc1c(N2C(=O)C3C4C=CC(C4)C3C2=O)sc2c1CCCC2 (stereo not drawn)
  -3, 0, -13
> CCc1onc(C)c1C1CCCN1C(=O)CC(C)C (stereo not drawn)
  -3, -3, x
> Clc1ccc2nc(N3CC(c4ccccn4)C3)sc2c1
  -13, -7, x
> COCCN(Cc1ccc(OC)c(OS(=O)(=O)c2ccc(NC(C)=O)cc2)c1)C(=O)CC(C)(C)C
  0, 4, -4
> CO[C@H]1CN(C(=O)c2cccc3[nH]c(C)nc23)CC[C@H]1N
  -13, -6, 0
> CC(=O)Nc1ccc(S(=O)(=O)NCCc2csc3nc(-c4ccc(F)cc4)nn23)cc1
  -5, -2, -5
> O=C(c1ccccc1SC(F)F)N1CCN(c2ncnc3c2nnn3-c2cccc(F)c2)CC1
  -8, -8, -8
> O=C(NCc1cn[nH]c1-c1ccc(Cl)cc1)C1CC2(CCNCC2)CN1 (stereo not drawn)
  x, -7, 9
> Cc1ccc(NC(=O)N2CCCC(OCc3cc(F)cc(F)c3)C2)cc1 (stereo not drawn)
  -6, -8, -3
> Cc1ccc(-n2nc(C(C)(C)C)cc2NC(=O)CN(Cc2ccccc2)C(=O)Nc2ccccc2F)c(C)c1
  -5, -10, -3
> Cc1cc(C)c2c(n1)sc1c(=O)n(NC(=O)Nc3ccc(Cl)cc3)c(C)nc12
  x, 0, 1
> CC1CCC(NC(=O)Cc2ccc(-n3cccc3)cc2)CC1 (stereo not drawn)
  x, 4, -3
> CC1CCc2c(C(=O)Nc3sc4c(c3C(N)=O)CCCC4)csc2C1 (stereo not drawn)
  x, -4, 0
> CCc1ccc(NC(=O)CSc2ncc(S(=O)(=O)c3ccc(C)cc3C)c(=O)[nH]2)cc1
  -5, 0, 1
> COCc1nc(CC#N)nc(N2CCN(C(=O)c3ccccc3Cl)CC2)c1Cc1ccccc1F
  -4, -8, 33
> COc1cccc(NC(=O)N(Cc2nnc3n2CCCCC3)c2cccc(OC)c2)c1
  x, -2, 9
> COc1ccc(C(=O)OCCN=C2NS(=O)(=O)c3ccccc32)c(OC)c1
  -6, -6, 9
> COc1ccc(SCCC(=O)Nc2n[nH]c(C(F)(F)F)n2)cc1
  -13, -2, 9
> O=C(O)CCc1nc2sc3c(c2c(=O)[nH]1)CCCC3
  -2, -7&-2, 3&-2
> Cc1occc1C(=O)N1CCN(S(=O)(=O)c2c(Cl)cccc2Cl)CC1
  -9, -5, 7
> O=C(NN=Cc1cccc(O)c1)c1ccccn1
  -10, -10, -6
> COc1cc2nc(-c3cccc4c3OCCO4)[nH]c(=O)c2cc1OC
  x, -9, 9
> COC(=O)c1ccc(COC(CN2CCN(S(=O)(=O)c3cccc(C(F)(F)F)c3)CC2)c2ccc(Cl)cc2)cc1 (stereo not drawn)
  -7, -6, x
> C=CCN(CC(=O)N1CCc2sccc2C1c1ccc(F)cc1)C(=O)c1cccc(OC)c1 (stereo not drawn)
  -3, -4, -8
> CSc1ccc(CC(=O)N(C)CC2CCN(CCc3ccc(Cl)cc3)CC2)cc1
  -8, -4, -2
> CSc1ccc(CN2CCC2(C)C(=O)N2CCN(C(=O)c3ccco3)CC2)cc1 (stereo not drawn)
  x, -8, 0
> COCCn1c(=NC(=O)c2cc(Cl)sc2Cl)sc2cc(S(C)(=O)=O)ccc21
  x, -6, 12
> COc1cc2c(cc1OC)C(/C=C/c1ccc(OC)c(OC)c1OC)=NCC2
  -3, -5, 2
> CCc1nc2ccc(C(=O)Nc3cccc(OC)c3)cn2c1N(C)C(=O)c1ccncc1
  -2, -6, 18
> S=c1[nH]nc(COc2ccc(Cl)cc2Cl)o1
  x, 2, 10

The results go on.
Below each compound: mcGAS inh, hcGAS inh, NPYLR7 agonist
> CCn1ncnc1CN1CCN(C)C(C(=O)O)C1 (stereo not drawn)
  x, -6&-3, 6&0
> CSCC1CCN(C(=O)Nc2cccc(N(C)C(C)C)c2)C1 (stereo not drawn)
  x, -9, -6
> CC1=NNc2nc3c(c(=O)n(Cc4c(Cl)cccc4Cl)c(=O)n3C)n2C1
  -9, -7, 1
> O=S(=O)(Nc1nccnc1N1CCN(S(=O)(=O)c2cccc3ccccc23)CC1)c1ccc(Oc2ccccc2)cc1
  -6, -7, -2
> COc1cccc(C(=O)N(CCCn2ccnc2)c2nc3c(C)c(C)ccc3s2)c1OC
  1, -1, -10
> CCCCc1ncc(CN2CCCN(c3ccc(F)cc3)CC2)[nH]1
  -17, -6, 2
> O=[N+]([O-])c1cc(Cl)ccc1Oc1cccc2ccccc12
  -1, 0, 1
> Cc1ccc(-c2nn(-c3cccc(F)c3)cc2CNCCN2CCCCC2=O)o1
  -3, -1, 3
> O=C(CSc1nnnn1-c1ccccc1)Nc1ccccc1Cl
  -6, -4, -6
> O=C(NCC(=O)N1CCN(S(=O)(=O)c2ccccc2)CC1)c1ccc2c(c1)OCO2
  x, 0, 7
> O=C(OCC(=O)N1CCCC1)c1c(F)cccc1F
  -6, -2, 1
> COC(=O)C1=C(C)N(C)C(=S)NC1c1ccccc1Cl (stereo not drawn)
  -2, -1, 3
> CC(NC(=O)c1ccc(Br)s1)c1ccc2[nH]c(=O)[nH]c2c1 (stereo not drawn)
  4, 8, -2
> O=C(N[C@@H]1CCCCC1NC(=O)C1CCCN(S(=O)(=O)c2ccc(Cl)cc2)C1)c1ccc(F)cc1 (stereo partly drawn)
  -8, -7, 28
> CC(=O)c1cccc(-c2cc3c(cn2)nc(NCc2cccc(C)c2)n3C)c1
  -3, -1, -9
> CSCc1ccc(CNC(C)Cn2cc(C)cn2)o1 (stereo not drawn)
  x, -6, 2
> Cc1nn(-c2ccc(F)cc2)c(C)c1C(=O)N1CCN(S(=O)(=O)c2cccc(Cl)c2)CC1
  -1, 5, -2
> COc1ccccc1C(=O)NCC1Cc2cc(Oc3ccccc3)ccc2O1 (stereo not drawn)
  -6, -5, 4
> Cc1ccc(-n2nc(-c3ccccc3)cc2C(=O)N2CCN(c3ccccc3F)CC2)c(C)c1
  -5, 1, -1
> COc1cc(-c2cc(C(=O)NCC3CCCO3)c3ccccc3n2)cc(OC)c1OC (stereo not drawn)
  -4, -6, 22
> O=S(=O)(N=C1C=C2N(CCO)CCOC2(O)c2ccccc21)c1ccc(Cl)cc1 (stereo not drawn)
  x, 0, 5
> c1cc[n+](C[n+]2ccccc2)cc1
  x, -3, 6
> CC(C)(C)Nc1ncnc2c1sc1nc3c(cc12)COC(C)(C)C3
  -5, -2, 12
> Cc1cnc2c(C(=O)N3CC[C@@H](c4ccc5c(c4)OCO5)[C@H](O)C3)cnn2c1
  -19, -7, 17
> COc1ccc(S(=O)(=O)NC/C=C(\C)CCC=C(C)C)cc1OC
  -4, -4, 1
> CCOC1=NN(c2ccc([N+](=O)[O-])cc2)C(=O)/C1=C\c1ccc(OC)cc1OC
  -8, -7, 1
> C=CC(C)(O)CNCc1nc(-c2ccc3c(c2)OCO3)no1 (stereo not drawn)
  36, 1, 10
> CCOc1c(C)cnc2c1c(=O)n(CC(=O)N1CCCCC1)c(=O)n2C
  -8, -6, 1
> CCS(=O)(=O)N1CCC2(CC1)NC(=O)c1cc(C)ccc1N2
  -6, -11, 3
> COc1ccc(C2c3ccsc3CCN2CC(=O)N2CCN(C(=O)c3ccc(Cl)c(Cl)c3)C(C)C2)cc1 (stereo not drawn)
  -6, -5, 9
> Cc1ccc(S(=O)(=O)N2CCN(CN3C(=O)c4ccccc4C3=O)CC2)cc1
  1, 1, -2
> COc1ccccc1-c1nc2cc(C)ccn2c1NC(=O)COc1ccccc1
  -9, -3, 10
> CC1(C(=O)N2Cc3ccccc3C2)CCN1C(=O)CCc1ccc(Cl)cc1Cl (stereo not drawn)
  -3, -3, 1
> O=C(CSc1nnc(-c2ccc3c(c2)OCO3)o1)c1ccc2c(c1)CCC2
  x, -4, 19
> COc1ccc(-c2cc3c(=O)n(CC(=O)Nc4ccc(C)cc4C)ccn3n2)cc1OC
  -10, -5, 2
> CN(C)Cc1ccc(-c2ccc(O)cc2)nc1
  x, -1, -3
> N#CC1CCCCC1OC(=O)c1csc(-c2cnccn2)n1 (stereo not drawn)
  -16, -6, 7
> O=C(NCC1CCCO1)C1CCN(C2CCN(C(=O)CCc3ccccc3)CC2)CC1 (stereo not drawn)
  x, 3, 6
> Cn1nnc2c(SCC(=O)N3CCOCC3)ncnc21
  x, -5, 0
> CCOC(=O)c1sc(=NC(=O)c2c(F)cccc2F)n(C)c1C
  x, -11, -1

Looked up above:
`CN(C)Cc1ccc(-c2ccc(O)cc2)nc1` in NPYLR7 agonist → -3
`Cc1ccc(S(=O)(=O)N2CCN(CN3C(=O)c4ccccc4C3=O)CC2)cc1` in mcGAS inh → 1
`CCOC(=O)c1sc(=NC(=O)c2c(F)cccc2F)n(C)c1C` in hcGAS inh → -11
`O=C(NCC1CCCO1)C1CCN(C2CCN(C(=O)CCc3ccccc3)CC2)CC1` (stereo not drawn) in NPYLR7 agonist → 6
`Cn1nnc2c(SCC(=O)N3CCOCC3)ncnc21` in NPYLR7 agonist → 0
`CC1(C(=O)N2Cc3ccccc3C2)CCN1C(=O)CCc1ccc(Cl)cc1Cl` (stereo not drawn) in NPYLR7 agonist → 1
`COc1ccc(-c2cc3c(=O)n(CC(=O)Nc4ccc(C)cc4C)ccn3n2)cc1OC` in NPYLR7 agonist → 2

Next part.
Below each compound: mcGAS inh, hcGAS inh, NPYLR7 agonist
> C=C1C(=O)OC23C(CC[C@@]4(C)OC24)C(C)CC[C@@H]13 (stereo partly drawn)
  x, -5, 9
> OC12CCC(CC1)N(Cc1ccc(F)cc1)C2CN1CCOCC1 (stereo not drawn)
  -4, 1, -7
> Brc1cc2c(cc1CSc1ncccn1)OCO2
  x, -8, 9
> Cc1ccc(N=Nc2c(N)[nH]n(-c3ccccc3)c2=O)cc1
  -2, -1, -2
> Cc1cc(/C=N\NC(=O)COc2cccc3cccnc23)c(C)n1-c1cccc([N+](=O)[O-])c1
  -3, -3, -7
> CC(=O)Nc1ccc(S(=O)(=O)N2CCC(c3cn(Cc4cccc(F)c4)c4ccccc34)CC2)cc1
  -7, -3, 1
> CC(=O)Oc1c(-c2ccc(NC(=O)c3ccc(F)cc3)cc2)c(-c2cccc(N(C)C)c2)nn1-c1ccc(C)cc1
  0, -1, -7
> CCOC(=O)c1sc(NC(=O)C(C)Oc2ccccc2OC)c(C(=O)OCC)c1C (stereo not drawn)
  x, -5, 1
> CS(=O)(=O)NCC(=O)N1CCCC(Nc2ccc(F)c(F)c2)C1 (stereo not drawn)
  -17, -2, 13
> NC(=O)c1sc2nc3c(c(-c4ccco4)c2c1N)CCCC3
  x, -4, 7
> COc1cc(C2C(C(=O)OC3CCCCC3)=C(C)NC3=C2C(=O)CCC3)cc(Cl)c1O (stereo not drawn)
  -5, -8, 1
> CC(NC(=O)CSc1ccncc1)C(C)c1ccccc1 (stereo not drawn)
  x, -1, -3
> NC(=O)N1CCCC1C(=O)NNC(=O)CC12CC3CC(CC(C3)C1)C2 (stereo not drawn)
  x, -5, -5

Some entries already given, limited to hcGAS inh:
| Compound | hcGAS inh |
| --- | --- |
| Brc1cc2c(cc1CSc1ncccn1)OCO2 | -8 |
| Cc1ccc(N=Nc2c(N)[nH]n(-c3ccccc3)c2=O)cc1 | -1 |
| Cc1cc(/C=N\NC(=O)COc2cccc3cccnc23)c(C)n1-c1cccc([N+](=O)[O-])c1 | -3 |
| CC(=O)Nc1ccc(S(=O)(=O)N2CCC(c3cn(Cc4cccc(F)c4)c4ccccc34)CC2)cc1 | -3 |
| CC(=O)Oc1c(-c2ccc(NC(=O)c3ccc(F)cc3)cc2)c(-c2cccc(N(C)C)c2)nn1-c1ccc(C)cc1 | -1 |

Source: PubChem BioAssay
